# Assay outcomes deposited in PubChem BioAssay by Broad Institute.
# esBAF inh = blocks esBAF chromatin remodeling in mouse ES cells | Bmi1-luciferase knock-in reporter, 24 h; 100% = twice the neutral-well signal | reporter increase, % at 12.5 µM | 350,000 compounds, 2% hits; in the data active = activation above about 40%; inconclusive = no clear call, values can overlap the other calls;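 note: 0% = median of the plate's neutral control wells and 100% = double that signal; a rise in the Bmi1 reporter signal indicates esBAF inhibition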
# S100A4 MyoIIA = S100A4-myosin IIA interaction inhibition | P26447 | S100A4/TAMRA-MyoIIA peptide fluorescence polarization | inhibition, % at 10.7 µM | 360,000 compounds, 0.14% hits | AID 652163;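 active = mean inhibition of at least 70% across replicates, with every replicate also reaching that level; inconclusive = mean inhibition reaches 70% but some replicates fall short; inactive = mean inhibition below 70%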
# Target sequence (P26447 whole entry, looked up): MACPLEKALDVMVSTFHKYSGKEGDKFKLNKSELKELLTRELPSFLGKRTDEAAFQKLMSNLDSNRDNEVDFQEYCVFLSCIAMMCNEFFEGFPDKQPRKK
#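 Compound dosing: one dose per compound; test system: human S100A4 monomer with TAMRA-labelled myosin IIA peptide; probe or stimulus: TAMRA-labelled myosin IIA heavy-chain peptide probe, 5 nM; medium: HEPES buffer with Ca2+, pH 7.2; schedule: 5 min incubation before reading; benchmarks: neutral control DMSO, positive control TFP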
# ERp5 inh = ERp5 (human) disulfide isomerase inhibition. AID 651711. 350,000 compounds, 0.05% hits. inhibition, % at 9.99 µM. Q15084. ERp5 insulin aggregation, absorbance 650 nm, 90 min;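 active = mean replicate inhibition above about 25%, with every replicate also reaching it, limit read from the data, passing the limit was not always enough; inconclusive = only one of those two criteria met; inactive = neither criterion met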
# Target sequence (Q15084 whole entry, looked up): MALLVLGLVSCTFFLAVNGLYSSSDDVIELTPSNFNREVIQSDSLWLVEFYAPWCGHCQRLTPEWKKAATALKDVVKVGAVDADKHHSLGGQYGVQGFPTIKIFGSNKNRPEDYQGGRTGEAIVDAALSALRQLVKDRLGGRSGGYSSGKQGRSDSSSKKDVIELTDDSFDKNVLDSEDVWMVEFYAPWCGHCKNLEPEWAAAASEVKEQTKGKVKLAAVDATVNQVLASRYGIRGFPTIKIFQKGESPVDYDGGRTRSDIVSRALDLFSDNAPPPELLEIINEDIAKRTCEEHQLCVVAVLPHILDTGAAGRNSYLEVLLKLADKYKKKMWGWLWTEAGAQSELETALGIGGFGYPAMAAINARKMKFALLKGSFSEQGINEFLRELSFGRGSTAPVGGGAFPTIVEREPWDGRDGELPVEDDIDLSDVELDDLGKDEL
# Xi reactivation = X-chromosome reactivation activator; XiGFP mouse fibroblasts, % GFP-positive cells imaging, 3 d; cells co-treated with 5-aza-dC sensitizer; scaled so ellipticine positive control = 100%; activation, % at 7.58 µM; 360,000 compounds, 0.055% hits; AID 743238;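 active = mean normalized replicate activation at least 10% and every replicate at or above 10%; inconclusive = only one of the two criteria met; inactive = mean below 10% and not all replicates reach 10%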;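 note: 0% = median of on-plate neutral control wells and 100% = ellipticine 6 µM median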
#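 Material: XiGFP fibroblasts, SV40-immortalized; Buffer or medium: DMEM containing 5-aza-dC; Compound dosing: single point; Times: 3 days compound exposure.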
# RAD52 inh = RAD52 (human) annealing inhibition. AID 651710. inhibition, % at 18.7 µM. recombinant RAD52 DNA annealing, FRET fluorescence. P43351. 360,000 compounds, 0.46% hits;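 active = every replicate showing at least 50% inhibition; inconclusive = mean inhibition at least 50% but not in every replicate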
# Target sequence (P43351 whole entry, looked up): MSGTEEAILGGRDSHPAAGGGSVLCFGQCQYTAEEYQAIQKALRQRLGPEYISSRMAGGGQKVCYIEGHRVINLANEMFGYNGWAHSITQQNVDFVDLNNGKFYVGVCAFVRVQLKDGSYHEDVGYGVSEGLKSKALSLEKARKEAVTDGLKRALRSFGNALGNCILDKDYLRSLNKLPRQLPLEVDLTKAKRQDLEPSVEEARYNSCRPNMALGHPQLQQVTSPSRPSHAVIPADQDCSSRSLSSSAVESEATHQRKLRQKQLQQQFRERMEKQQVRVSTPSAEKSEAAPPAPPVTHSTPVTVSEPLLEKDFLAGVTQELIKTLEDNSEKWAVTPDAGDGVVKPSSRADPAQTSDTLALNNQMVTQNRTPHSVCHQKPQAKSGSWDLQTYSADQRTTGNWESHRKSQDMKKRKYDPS
# ERAP1 inh = inhibitors of human ERAP1 aminopeptidase; Q9NZ08; recombinant ERAP1, Leu-AMC fluorescence, 60 min; inhibition, % at 10.7 µM; 340,000 compounds, 0.15% hits;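 active = mean replicate inhibition of at least 30%, or all replicates individually reaching that 30% level; inactive = mean below 30% and not every replicate reaching it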;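 note: 0% = neutral control wells and 100% = L-leucinethiol positive control wells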
# RAD54 inh = RAD54 (human) branch migration inhibition. Q92698. RAD54 Holliday junction branch migration, FAM/BHQ fluorescence. inhibition, % at 10.4 µM. 360,000 compounds, 0.14% hits. AID 602329;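 active = mean normalized replicate activity at least 40 and at least half of replicates scoring 40 or more; inconclusive = only one of the two criteria met; inactive = mean below 40 and under half of replicates reaching 40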;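 note: 0% = median of neutral control wells and 100% = median of positive control wells; inhibitors cause a drop in the FAM fluorescence signal; in these data hits start at about 50%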
# E-selectin induc = induces E-selectin expression in human endothelial cells | P16581 | HUVEC E-selectin immunofluorescence imaging; normalized: neutral wells 0, TNF-alpha wells 100 | activation, % at 7.58 µM | 260,000 compounds, 0.37% hits;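 active = mean E-selectin-positive cell signal at least 10% of the positive control, reached in at least 60% of replicates, without over 20% cell loss; inconclusive = no rule given, readout overlaps actives, possibly toxicity-flagged; inactive = the rest, including those meeting only one limit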;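 note: in these data hits start at about 27%; measured in HUVEC primary endothelial cells; signal is the percent of cells scored E-selectin positive by PE staining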
#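 Test system: HUVEC; input: 3,000 HUVEC/well; measured by: immunofluorescence imaging; read-out: % PE-positive cells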
# Active calls of the source: *; u = inconclusive; x = not tested or not shown; & = joins results of further samples. Hits appear at their usual frequency; overall some 2.5% were active at least once.
SMILES,esBAF inh,S100A4 MyoIIA,ERp5 inh,Xi reactivation,RAD52 inh,ERAP1 inh,RAD54 inh,E-selectin induc
COc1cc(CN2[C@@H]3CNC[C@H]2C3c2ccc(-c3cccc(C)c3)cc2)cc(OC)c1 (stereo partly specified),x,-3,-2,0.0,59*,x,x,0.3
COc1ccccc1NC(=O)N1CC(=O)N2[C@H](C1)[C@H](c1ccc(C#Cc3ccc(F)cc3)cc1)[C@@H]2CO,x,41,8,0.2,-7,1,x,-0.3
O=C(c1ccccc1)c1ccc(N2CCOCC2)cc1,x,-2,-6,0.0,16,7,x,-0.2
CCNC(=O)C1CCCN(C(=O)c2cccs2)CC1 (stereo unspecified),2,-2,-2,0.2,-9,-6,7,0.8
CCCC(=O)N1CC2(CCN(S(C)(=O)=O)CC2)c2c([nH]c3cc(OC)ccc23)[C@H]1CO,x,4,0,0.0,-13,-1,x,1.0
C=C1SC(Nc2c(C)cccc2C)=NC12CCCCC2,x,-21,0,-0.1,-13,x,-1,x
COc1cc(NC(=O)CSc2nnc3ccccn23)cc(OC)c1OC,6,3,-2,0.0,-9,-1,-8,4.4
Cc1ccc(S(=O)(=O)NCC[C@H]2CC[C@@H](NC(=O)Nc3ccccc3F)[C@H](CO)O2)cc1,-4,1,-1,-0.5,9,3,5,-0.9
O=S(=O)(Cc1ccccc1)NCC1CCCN(Cc2ccc(F)c(F)c2)C1 (stereo unspecified),16,-8,11,0.0,-58,0,-5,x
Cn1nc(C(=O)OCc2ccc(F)cc2)c2ccccc2c1=O,2,23,u,0.4,-15,-1,-4,-0.3
O=C(CC1CC1)N1CC(=O)N2[C@@H](CO)[C@@H](c3ccc(-c4cccnc4)cc3)[C@@H]2C1,x,-4,-4,0.7,-9,2,x,0.0
COc1cc(S(=O)(=O)NC2CCSc3ccccc32)ccc1NC(C)=O (stereo unspecified),0,-12,7,0.2,-10,-5,-3,0.3
COC(=O)c1c(C)[nH]c(O)c1C=Nc1ccc(C#N)cc1,x,-5,3,0.0,-73,-1,x,x
COC(=O)c1ccc(CNC(=O)C(NC(=O)c2ccco2)C(C)C)cc1 (stereo unspecified),-2,2,2,0.0,-15,0,-12,x
CCN(C(=O)CCc1ccccc1)C1CCCCC1,-15,2,7,0.2,-6,-2,-3,1.2
Cc1ccc(NC(=O)c2ncn(CCCNCCCN3CCCC3=O)n2)cc1C,4,1,-1,-0.2,-11,-4,-4,0.9
CCN1CCN(C(=O)C(=O)c2cn(CC(=O)N(CC)CC)c3ccccc23)CC1,-6,0,-9,-0.1,-1,-4,-7,-0.1
Cc1occc1C(=O)NNC(=O)CN1C(=O)NC2(CCCCC2)C1=O,-4,-6,3,0.4,-7,1,-5,1.0
COc1ccc(CCc2nnc(CCC(=O)NCc3cnn(-c4ccccc4C)c3)o2)cc1,x,3,-4,0.2,-29,15,x,x
CC1CCN(C(=O)C2CCN(S(=O)(=O)c3ccc4c(c3)CC(C)N4C(=O)C3CC3)CC2)CC1 (stereo unspecified),1,-7,1,0.2,-9,-4,-10,x
CCC(=O)N1CCC2(CC1)CN(C(=O)c1cnccn1)[C@@H](CO)c1c2c2ccc(OC)cc2n1C,x,6,-3,0.1,12,0,x,0.1
COCC(=O)N(C)C[C@@H]1Oc2ncc(C#CC(C)(C)O)cc2C(=O)N([C@H](C)CO)C[C@H]1C,0,-1,0,-0.5,-2,2,0,1.0
O=C(CC1CC1)N[C@H]1CC[C@@H](CCNS(=O)(=O)c2ccc(F)cc2)O[C@H]1CO,-2,-6,0,-0.3,-2,-1,8,-0.5
Cc1ccc(C(=O)C[n+]2ccc(Cc3ccccc3)cc2)cc1,x,-1,0,-0.1,-5,-2,x,3.6
COCCn1cnnc1SCC(=O)Nc1cccc(S(=O)(=O)N2CCCCCC2)c1,x,6,-5,0.0,-5,-1,14,x
Cc1ccc(C(=O)C2Oc3ccccc3C3CC(c4ccc(C)cc4)=NN23)cc1 (stereo unspecified),x,0,5,0.3,-26,0,0,-0.4
Cc1ccccc1COC(=O)CCCC1=NS(=O)(=O)c2ccccc2N1,1,0,1,0.1,-6,-3,-14,x
NC(=O)C1CCN(C(=O)c2ccc(NS(=O)(=O)c3ccc(F)cc3)cc2)CC1,-8,-2,-6,0.0,-12,1,0,0.1
COc1ccccc1CNC(=O)C(=O)c1cn(CC(=O)N2CCCCC2)c2ccccc12,3,-5,1,0.0,-35,-2,-8,0.0
COc1cccc(CN2CCNC(=O)C2CC(=O)NCC(C)(C)N2CCOCC2)c1OC (stereo unspecified),-2,-1,2,0.1,-26,3,10,0.2
CC(C)CCN1C(=O)c2ccc(C(=O)NCc3ccccn3)cc2C1=O,-2,-5,-7,0.1,-16,-2,-2,1.8
COc1ccc(C[C@H]2CCn3cc(nn3)COC[C@@H](C(C)C)NC2=O)cc1,x,67,-2,0.2,1,1,x,0.4
COc1c(Cl)cc(Cl)cc1CNCc1ccccc1,x,-1,-40,0.1,0,0,x,x
CCC1CCC(c2nnc(-c3ccc(Br)cc3)o2)CC1 (stereo unspecified),x,6,5,0.0,-11,0,x,x
C[C@@H]1CN([C@H](C)CO)S(=O)(=O)c2ccc(C3=CCCC3)cc2O[C@@H]1CN(C)C(=O)c1ccncc1,-1,-6,0,-0.9,-5,1,-14,0.3
CO[C@@H]1CN(C)C(=O)c2ccc(NC(=O)Nc3cccc(F)c3)cc2OC[C@H](C)N(C(=O)Nc2c(C)noc2C)C[C@H]1C,-3,-4,-7,0.2,-12,1,-7,4.9
COc1cccc(CN(C)C(=O)CSc2nc3ccccc3[nH]2)c1OC,12,-3,-2,0.5,-56,1,-3,x
O=C(CC1CC1)Nc1ccc2c(c1)[C@@H]1C[C@@H](CC(=O)N3CCCCC3)O[C@H](CO)[C@@H]1O2,0,-3,4,0.5,-6,2,8,0.4
CCCc1cnc(N2CCN(C(=O)c3ccccc3)CC2)nc1,-16,6,1,0.0,-14,0,-10,0.1
Cc1ccc(-c2noc(CC(=O)c3ccc([N+](=O)[O-])cc3)n2)cc1,x,-4,5,0.0,-7,3,x,-0.1
Cc1ccc(S(=O)(=O)Nc2cccc3c2O[C@@H](CN(C)Cc2ccc(Oc4ccccc4)cc2)[C@H](C)CN([C@H](C)CO)C3=O)cc1,10,0,0,-0.9,-1,1,-1,0.2
CC(C)(C)OC(=O)N(CCc1ccccc1)Cc1ccccc1OCc1cccc(NC(=O)C2CCCC2)c1,-4,-3,1,0.6,0,6,-25,-2.2
Cc1cc(NCC(=O)Nc2ccc(C)c(S(=O)(=O)N3CCOCC3)c2)ccc1Br,0,-5,1,0.0,-27,-2,-11,-0.1
CSc1ccc(OC2(C)CCN(Cc3cc4ccccc4o3)C2)cc1 (stereo unspecified),4,0,0,0.0,-9,5,-6,-0.3
Cc1cc(=S)c2cccc(C)c2[nH]1,x,-4,1,0.0,-13,3,x,x
CCCN(C(=O)CCc1cn(CCC)c2ccccc12)c1ccc(N(C)c2ccccn2)cc1,x,-5,4,-0.1,-16,0,x,-0.3
COc1ccc2[nH]c3c(=O)n(Cc4ccc(C(=O)N5CCC(C(N)=O)CC5)cc4)c(=S)[nH]c3c2c1,x,-4,-5,0.0,-7,1,x,x
Cc1c(CCOC(=O)c2ccc(Cl)cc2Cl)sc[n+]1CC(=O)c1ccc(Br)cc1,2,-4,-1,-0.1,37,2,30,-0.4
O=C(Nc1ccccc1Cl)c1ccccc1Cl,14,1,-3,x,7,0,-5,x
COc1cccc(-n2c(SCC(=O)NCC3CCCO3)nc3c([nH]c4ccccc43)c2=O)c1 (stereo unspecified),-2,-1,-4,0.0,-7,3,4,-0.8
CNC(=S)N(Cc1cc2cc(C)cc(C)c2[nH]c1=O)C1CCCC1,x,-5,3,0.0,-10,-1,x,-0.4
Cc1oc2c(cc(NS(=O)(=O)c3ccc(F)cc3)c3ccccc32)c1C(=O)O,-5,-4,1,0.4,-35,2,-11,0.5
COc1ccc2[nH]c(=O)c(CN(CCO)S(=O)(=O)c3ccc(C)cc3)cc2c1,x,-2,1,0.0,-8,-2,x,x
C[C@@H]1CN([C@H](C)CO)C(=O)c2cccc(NC(=O)C3CCOCC3)c2O[C@@H]1CN(C)S(=O)(=O)c1ccc(Cl)cc1,2,4,0,1.8,4,-3,-26,0.3
COc1ccc2c3c([nH]c2c1)[C@H](CO)NCC31CN(S(=O)(=O)c2cccs2)C1,x,2,7,0.0,11,1,x,0.1
S=C(Nc1ccc(Cl)cc1)N(CCCN1CCOCC1)Cc1cccs1,-3,1,0,0.1,-19,6,9,0.8
Cc1cccc2sc(N(CCN(C)C)C(=O)c3ccc4ccccc4c3)nc12,-1,-2,5,0.1,-10,1,-6,x
Cc1ccc(S(=O)(=O)Nc2cc(C(F)(F)F)ccc2N2CCOCC2)c(C)c1,x,-4,5,-0.1,-7,1,x,x
Cc1ccc(N2CCN(C(=O)c3[nH]c(C(F)(F)F)nc3-c3ccccc3)CC2)cc1,8,-4,-3,0.0,-16,-2,5,x
CCO[C@@H]1OC(C(=O)NCc2ccccc2)=C[C@H](C(C)(C)C)[C@H]1CCCO,11,4&8,-3&1,0.0,18&-6,-4&0,-3&5,-0.1
Cc1cc(Br)ccc1SCC(=O)OC/C(O)=C(\C#N)c1nc2ccccc2[nH]1,x,15,0,0.1,-41,-1,x,x
N#Cc1cccc(C(=O)C(=O)N2CCN(C(=O)OCc3ccccc3)CC2)c1,x,2,-7,-0.2,-11,-2,x,0.0
